ssDAF12 agonist: S. stercoralis DAF-12 nuclear receptor activators, primary screen, cell-based, luminescence, HEK293, GRIP1 co-expression, lit1-tk-luc; Nuclear hormone receptor DAF-12 (Strongyloides stercoralis); HEK293 ssDAF-12/GRIP1 lit1-tk-luc reporter; % of 3 µM dafachronic acid response; activation, % at 6.8 µM; 370,000 tested, 1% active;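 active = activation above the mean over all tested compounds plus 3 SD, cut at about 0.9% in these data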;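 also: 0% = DMSO-only wells and 100% = 3 µM delta7-dafachronic acid wells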
ADAM17 inh: ADAM17 inhibitors, primary screen, biochemical, QFRET; 370,000 tested, 0.83% active; recombinant ADAM17, EDANS/DABCYL FRET peptide cleavage; inhibition, % at 6.95 µM;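 active = inhibition above the mean of compounds lying between control limits plus 3 SD, set per campaign, cut at about 8.5% in these data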;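 also: 0% = DMSO-only wells as the low control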
hgDAF12 agonist: H. glycines DAF-12 receptor agonists, primary screen, cell-based, luminescence, HEK293, GAL4 fusion, UAS-luciferase; AID 687014, 2013; activation, % at 6.8 µM; HEK293 GAL4-hgDAF12 UAS-luciferase reporter, agonist luminescence; normalized to butyrate control; Nuclear hormone receptor DAF-12 (Heterodera glycines), GAL4 fusion; 370,000 tested, 1.8% active;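 active = activation above a cutoff set at the mean of all screened compounds plus 3 SD, cut at about 10% in these data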;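 also: 0% = DMSO wells and 100% = sodium butyrate wells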
HGIII-sPLA2 inh: human group III sPLA2 inhibitors, primary screen, biochemical, QFRET, BODIPY PC-A2 liposome substrate | Group 3 secretory phospholipase A2 (Homo sapiens), Q9NZ20 | QFRET BODIPY PC-A2 liposome hydrolysis, fluorescence | inhibition, % at 12.2 µM | 370,000 tested, 0.56% active;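 active = inhibition above mean plus 3 SD of compounds lying within the high and low control bounds, cut at about 19% in these data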;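 also: 0% = median of test compound wells and 100% = no enzyme DMSO wells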
Target sequence (Q9NZ20 whole entry, looked up): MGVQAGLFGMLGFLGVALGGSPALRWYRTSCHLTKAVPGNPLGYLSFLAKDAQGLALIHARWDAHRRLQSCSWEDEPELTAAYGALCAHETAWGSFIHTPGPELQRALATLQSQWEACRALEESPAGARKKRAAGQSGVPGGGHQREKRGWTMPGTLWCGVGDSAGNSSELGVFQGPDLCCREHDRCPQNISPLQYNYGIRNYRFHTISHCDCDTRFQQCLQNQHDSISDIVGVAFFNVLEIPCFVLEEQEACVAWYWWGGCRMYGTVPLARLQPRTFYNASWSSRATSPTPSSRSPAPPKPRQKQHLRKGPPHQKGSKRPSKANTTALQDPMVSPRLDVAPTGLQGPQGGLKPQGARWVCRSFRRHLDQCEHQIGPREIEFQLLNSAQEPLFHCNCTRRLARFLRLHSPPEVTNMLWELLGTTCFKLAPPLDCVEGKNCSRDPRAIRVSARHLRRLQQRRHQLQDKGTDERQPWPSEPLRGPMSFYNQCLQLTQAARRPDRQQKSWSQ
ADAM10 inh: human ADAM10 inhibitors, primary screen, biochemical, QFRET, HTS. recombinant ADAM10, EDANS/DABCYL FRET peptide cleavage, 3 h. inhibition, % at 7 µM. 370,000 tested, 0.62% active. AID 720582, 2013;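 active = inhibition above a per-campaign cutoff equal to the mean of compounds falling between control-based bounds plus 3 SD, cut at about 20% in these data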;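 also: 0% = DMSO wells while the 100% control is not disclosed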
Target sequence (O14672 214-748 limits assumed): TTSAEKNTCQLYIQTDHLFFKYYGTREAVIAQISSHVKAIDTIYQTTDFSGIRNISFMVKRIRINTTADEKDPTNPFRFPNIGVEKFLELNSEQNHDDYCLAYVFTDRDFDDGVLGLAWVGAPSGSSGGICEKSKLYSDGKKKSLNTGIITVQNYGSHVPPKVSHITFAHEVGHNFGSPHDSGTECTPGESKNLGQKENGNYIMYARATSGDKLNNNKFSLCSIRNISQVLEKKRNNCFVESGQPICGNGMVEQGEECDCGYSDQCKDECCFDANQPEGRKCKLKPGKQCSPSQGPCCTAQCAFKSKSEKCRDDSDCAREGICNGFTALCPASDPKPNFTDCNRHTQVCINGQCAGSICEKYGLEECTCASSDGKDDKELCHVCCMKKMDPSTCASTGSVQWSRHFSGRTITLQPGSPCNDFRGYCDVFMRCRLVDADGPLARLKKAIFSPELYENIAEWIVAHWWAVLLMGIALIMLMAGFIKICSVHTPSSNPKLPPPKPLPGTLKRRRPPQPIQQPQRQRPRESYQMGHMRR
DAX1 inh-1: DAX1 (NR0B1) inhibitors, primary screen, cell-based, HEK293, Gal4-DAX1, luciferase luminescence; Nuclear receptor subfamily 0 group B member 1 (Homo sapiens), P51843; HEK293 Gal4-DAX1 luciferase reporter; inhibition, % at 6.75 µM; 340,000 tested, 0.99% active; AID 504766, 2011;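 active = inhibition above the mean over all tested compounds plus 3 SD, cut at about 4.2% in these data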;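 also: 0% = DAX1-transfected cells with DMSO and 100% = empty-vector control cells with DMSO; inhibition shows as a rise in luminescence from relieved DAX1 repression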
PLC-gamma1 inh: PLC-gamma1 enzyme inhibitors, primary screen, biochemical, fluorescence, purified enzyme. inhibition, % at 12.2 µM. AID 720700, 2013. 370,000 tested, 0.84% active. 1-phosphatidylinositol 4,5-bisphosphate phosphodiesterase gamma-1 (Homo sapiens), P19174. fluorogenic substrate; in the data active = inhibition above about 9.5%
hcDAF12 agonist: H. contortus DAF-12 nuclear receptor activators, primary screen, cell-based, luminescence, HEK293, lit1-tk-luc reporter; HEK293 hcDAF-12 lit1-tk-luc reporter; 0% DMSO, 100% Δ7-dafachronic acid; AID 652067, 2013; 370,000 tested, 1.4% active; activation, % at 6.8 µM;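 active = activation above the mean of all tested compounds plus 3 SD, cut at about 5.5% in these data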;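 also: 100% = response to 3 µM Δ7-dafachronic acid high control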
PLCb3 inh: human PLC-beta3 inhibitors, primary screen, biochemical, fluorescence. AID 720704, 2013. 1-phosphatidylinositol 4,5-bisphosphate phosphodiesterase beta-3 (Homo sapiens), Q01970. Purified PLC-beta3, fluorogenic substrate. 370,000 tested, 0.18% active. inhibition, % at 12.2 µM; in the data active = inhibition above about 11%;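 also: 0% = median of compound wells on plate and 100% = full blocker control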
DAX1 inh-2: DAX1 (NR0B1) inhibitors on StAR promoter, primary screen, cell-based, luminescence, SF-1 (NR5A1), full-length DAX-1 | 370,000 tested, 1.1% active | HEK293T StAR-luciferase reporter, SF-1/DAX-1 repression relief | AID 652010, 2013 | inhibition, % at 6.8 µM;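 active = inhibition above the mean over all tested compounds plus 3 SD, cut at about 3.6% in these data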;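 also: 0% = DAX-1 cells with DMSO and 100% = cells lacking DAX-1 with DMSO; higher inhibition means more luminescence from relief of DAX-1 repression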
FXN GAA850 act: FXN promoter activators, primary screen, cell-based, luciferase luminescence, HEK293 lucGAA850 | HEK293 lucGAA850 FXN promoter luciferase reporter, 24 h; percent of 10 µM SAHA response | activation, % at 6 µM | 360,000 tested, 0.56% active | AID 540364, 2011;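 active = activation above the average of all compounds screened plus 3 SD, cutoff fixed separately per campaign, cut at about 7.5% in these data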;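 also: 0% = DMSO wells and 100% = 10 µM SAHA wells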
An asterisk follows results filed as active; i = inactive; · = no result given.

Structure	ssDAF12 agonist	ADAM17 inh	hgDAF12 agonist	HGIII-sPLA2 inh	ADAM10 inh	DAX1 inh-1	PLC-gamma1 inh	hcDAF12 agonist	PLCb3 inh	DAX1 inh-2	FXN GAA850 act
NS(=O)(=O)c1ccc(N=Nc2ccc(=O)[nH]c2O)cc1	-0.6	-1	0.4	1	3	-0.1	2	-1.6	-4	-0.1	1.7
Cc1ccc(OCCC(=O)OCC(=O)Nc2ccc(N3CCOCC3)cc2)cc1	-1.1	-2	6.3	13	-5	-0.1	-1	-0.7	0	-3.0	1.1
O=C(CP(=O)(c1ccccc1)c1ccccc1)N1CCCCC1	-1.2	-2	-0.8	-8	-2	-0.7	1	-1.3	3	-0.1	3.2
CCCS(=O)(=O)c1c(S(=O)(=O)CCC)c2cnccn2c1C(=O)c1ccc(Cl)cc1	-0.9	-5	2.9	1	-4	-0.1	-2	-0.4	1	0.0	1.8
O=S(=O)(c1ccc(F)c(F)c1F)N1CCN(C(=S)NC2CC3CCC2C3)CC1 (stereo unspecified)	-1.5	3	1.1	10	-3	1.9	5	-1.1	4	0.2	0.0
CC(=O)Nc1ccc(-n2c(C)c(C(C)=O)c(C(C)=O)c2C)cc1	-0.8	-6	-1.0	1	-3	0.3	-4	-1.1	0	0.4	0.6
COc1ccc(N(Cc2cc3ccc(C)cc3[nH]c2=O)C(=O)C2CCCO2)cc1 (stereo unspecified)	-1.6	-13	-1.6	-2	-21	-0.6	-1	2.2	-3	-0.5	0.9
CC(CCN1CCC(C(O)(c2ccccc2)c2ccccc2)CC1)Oc1ccc(Cl)cc1 (stereo unspecified)	-0.7	5	-0.4	-18	6	·	4	4.7	3	0.2	·
CN1CCN(CCCNC(=O)c2ccc(/C=C3\Oc4ccccc4N(Cc4ccc(Cl)cc4)C3=O)cc2)CC1	-1.6	-428	-1.3	-17	i	0.4	i	0.1	i	-1.5	2.4
CCOc1ccc(-n2c(SCC(=O)c3ccc4ccccc4c3)nnc2-c2ccco2)cc1	-1.6	2	1.0	-12	6	·	-9	-1.9	-21	-0.8	·
CCC(C)NCCOc1ccc(Br)cc1 (stereo unspecified)	-0.6	-3	0.0	4	-8	-0.5	1	-1.2	1	0.2	-1.1
COc1ccc(C2Nc3ccccc3C(=O)N2c2ccc(F)cc2)cc1CSc1ccccn1 (stereo unspecified)	-0.1	-15	5.4	20*	-39	-1.2	-17	0.0	-25	0.6	6.9
Cc1ccc(N(CC2CO2)S(=O)(=O)c2ccccc2[N+](=O)[O-])cc1 (stereo unspecified)	-1.0	2	-0.5	-2	4	-0.6	3	1.4	4	-0.1	-0.5
Cc1ccc(C(=O)N2CC(C)OC(C)C2)c(Cl)c1 (stereo unspecified)	-1.2	-3	0.9	3	-2	1.2	3	0.1	0	-0.6	2.8
COc1cccc(N(Cc2nnc3n2CCCCC3)C(=O)Nc2ccccc2F)c1	-1.5	-5	-0.7	2	-9	-1.0	-1	-1.6	-7	0.3	1.4
Cc1noc(C)c1CSc1nc2sc(C)c(C)c2c(=O)n1-c1ccccc1	-1.0	-4	4.8	5	-8	1.6	3	-0.8	3	-0.3	1.0
COc1ccc(C(C(=O)NC(C)(C)C)N(C(=O)CNC(=O)c2cccs2)c2ccc(NC(C)=O)cc2)cc1OC (stereo unspecified)	-0.8	2	-0.7	-7	-8	0.3	3	-0.7	2	0.0	2.3
COc1cc(/C=N/N=C(\N)c2nonc2N)cc(OC)c1OC	-0.9	3	7.8	18	5	·	2	0.7	2	0.5	5.4
Cc1ccc(NC(=O)CN(C)C(=O)Cn2nnc(-c3ccccc3)n2)cc1	-1.1	0	-1.6	-16	7	-0.3	2	1.0	-6	0.9	2.8
CCSc1nc2cc(OC)c(OC)cc2c(=O)n1CCc1ccccc1	-2.0	-1	-1.7	1	8	0.0	2	-1.1	4	-0.2	1.9

Ordered by count of non-hydrogen atoms (falling): 5 of the compounds above.
Structure	ssDAF12 agonist	ADAM17 inh	hgDAF12 agonist	HGIII-sPLA2 inh	ADAM10 inh	DAX1 inh-1	PLC-gamma1 inh	hcDAF12 agonist	PLCb3 inh	DAX1 inh-2	FXN GAA850 act
COc1ccc(C2Nc3ccccc3C(=O)N2c2ccc(F)cc2)cc1CSc1ccccn1 (stereo unspecified)	-0.1	-15	5.4	20*	-39	-1.2	-17	0.0	-25	0.6	6.9
CCOc1ccc(-n2c(SCC(=O)c3ccc4ccccc4c3)nnc2-c2ccco2)cc1	-1.6	2	1.0	-12	6	·	-9	-1.9	-21	-0.8	·
CC(CCN1CCC(C(O)(c2ccccc2)c2ccccc2)CC1)Oc1ccc(Cl)cc1 (stereo unspecified)	-0.7	5	-0.4	-18	6	·	4	4.7	3	0.2	·
Cc1ccc(OCCC(=O)OCC(=O)Nc2ccc(N3CCOCC3)cc2)cc1	-1.1	-2	6.3	13	-5	-0.1	-1	-0.7	0	-3.0	1.1
CCC(C)NCCOc1ccc(Br)cc1 (stereo unspecified)	-0.6	-3	0.0	4	-8	-0.5	1	-1.2	1	0.2	-1.1

The listing continues:
Values run as follows: ssDAF12 agonist | ADAM17 inh | hgDAF12 agonist | HGIII-sPLA2 inh | ADAM10 inh | DAX1 inh-1 | PLC-gamma1 inh | hcDAF12 agonist | PLCb3 inh | DAX1 inh-2 | FXN GAA850 act
Cc1ccnc(NC(=O)COc2c(C)cc(C)cc2[N+](=O)[O-])c1
→ -1.5 | 5 | -3.1 | 6 | 9 | -1.2 | 6 | 0.2 | -1 | -0.2 | 0.8
CCC/C(=N/NC(=O)c1csc(C)c1C)c1ccc(Cl)s1
→ -0.8 | -1 | 7.2 | -1 | 2 | 1.9 | 1 | -0.5 | 1 | 0.3 | 1.0
CN1CCN(C(=O)c2ccc3nc(-c4ccccc4)c(-c4ccccc4)nc3c2)CC1
→ -1.9 | -329 | -3.9 | -8 | i | -0.6 | -93 | -0.8 | -140 | -1.1 | -0.8
O=C(CN1C(=O)NC2(CCCCCCC2)C1=O)NCc1cccs1
→ -0.9 | -3 | -4.2 | -5 | 7 | 0.6 | 0 | 0.8 | 2 | 0.4 | 1.7
C=CCc1ccc(OCCOc2cccc3ccc(C)nc23)c(OC)c1
→ -1.6 | -4 | 1.9 | -19 | -2 | 0.0 | 1 | -1.2 | 2 | -0.7 | 1.1
COc1ccc(CCCNC(=O)C2Cc3c(-c4cccc(C(C)=O)c4)ccnc3O2)cc1 (stereo unspecified)
→ -1.0 | -2 | 3.0 | -8 | -4 | · | 1 | 0.0 | 1 | -3.4 | -3.4
Cc1nnc(NC(=O)CN2C(=O)NC3(CCCC3)C2=O)s1
→ -1.2 | -1 | -1.2 | 9 | -7 | -1.4 | -3 | -1.7 | 0 | 0.7 | 0.4
CCNC(=O)C1(C)CCN(Cc2ccc(C(F)(F)F)cc2)C1 (stereo unspecified)
→ -1.2 | -1 | -1.6 | 1 | -1 | · | 1 | 0.1 | 4 | -0.3 | -0.3
c1ccc(CCC2Cc3ccccc3N2)cc1 (stereo unspecified)
→ -1.0 | 0 | -0.7 | 9 | -6 | 3.6 | -1 | -0.1 | -1 | -0.3 | 1.9
Cc1ccc(C(=O)Nc2cccc(NC(=O)c3ccc(C)cc3)n2)cc1
→ -1.4 | -1 | 2.2 | -1 | -2 | · | -2 | 0.3 | -6 | 1.0 | -0.2
COc1ccc2[nH]c3c(c2c1)CCN1C(=O)C(CC(=O)NCCC2=CCCCC2)C[C@H](C(=O)N2CCOCC2)[C@@]31CCC1CCCC1 (stereo partly specified)
→ -0.5 | -3 | 1.4 | -4 | -1 | 0.6 | -1 | 0.5 | -1 | -0.3 | -0.3
COc1ccc(-c2nn(-c3ccccc3)cc2C(=O)NCC(c2cccs2)N2CCOCC2)cc1 (stereo unspecified)
→ -1.4 | 0 | 0.5 | -2 | 3 | -0.5 | 0 | -0.9 | -4 | 0.8 | 0.4
CC(=O)OCC1(C)CN(c2ccccc2)N(C(C)=O)C1=O (stereo unspecified)
→ -1.1 | 0 | -4.0 | -7 | -4 | 0.1 | 1 | -2.1 | -1 | -0.8 | 3.2
Cc1ccc(C(=O)c2coc3ccc(OCC(=O)O)cc23)cc1
→ -0.8 | 1 | 1.2 | 3 | 10 | 0.3 | -2 | 1.7 | 2 | 0.1 | -1.2
CCOC(=O)Cc1csc(NC(=S)NC(=O)c2ccc([N+](=O)[O-])cc2)n1
→ -0.6 | -1 | -3.3 | 2 | -3 | 0.9 | 0 | -1.0 | 1 | -0.4 | 3.6
N#Cc1ccccc1NC(=O)CN(Cc1ccccc1)Cc1ccccc1
→ -1.5 | 1 | 0.0 | -7 | 3 | 0.2 | 0 | -0.9 | -8 | -0.1 | 0.7
S=C(NC1CCCC1)NN1CCOCC1
→ -1.1 | -4 | -1.3 | 7 | 5 | -1.0 | -1 | -1.4 | -1 | -0.4 | 0.2
Cc1nc(-c2cccc(NC(=O)c3ccc(-n4nccc4C)cc3)c2)cs1
→ -1.6 | 2 | -0.4 | -9 | -7 | -1.8 | -13 | -1.8 | -16 | -3.2 | -1.1
O=C(O)c1cc(-c2ccccc2)nc(-c2ccccc2)c1
→ -1.0 | -19 | 0.5 | -41 | -55 | 1.3 | -3 | -1.0 | -19 | -1.1 | -0.6
CCCCOc1cccc(C(=O)NC(=S)Nc2ccc(Cl)c(C(=O)O)c2)c1
→ -1.0 | 3 | -0.9 | -3 | 6 | 2.4 | 0 | -2.4 | -4 | 0.9 | 0.3
CC(=O)c1ccc(NC(=O)CN2CCC(C(=O)c3ccc(F)cc3)CC2)cc1
→ -1.2 | 5 | 2.0 | 6 | -7 | -0.3 | -1 | -1.1 | -10 | -0.5 | -0.1
O=C/C(=C\Nc1ccc(C(=O)N2CCOCC2)cc1)c1nc2ccccc2o1
→ 0.6 | 2 | 6.5 | 2 | 8 | 0.3 | -1 | 5.0 | 3 | 0.1 | 1.6
